# Source: PubChem BioAssay (The Scripps Research Institute Molecular Screening Center)
# TTR transcr act: TTR transcription activation, primary screen. activation, % at 16.7 µM. 92,000 tested, 1.3% active. SH-SY5Y TTR promoter Gaussia luciferase, luminescence; 100% = recombinant luciferase protein wells. AID 1117267;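 active = activation above the mean of all tested compounds plus 3 SD, cut at about 9.5% in these data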;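 note: cells exposed to compounds for one day before reading; 0% = median of all test compound wells on the plate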
# Numbers without * were called inactive.
TTR transcr act	SMILES
0.1	COc1c(Br)cc([N+](=O)[O-])c(OC)c1C(=O)NC(=O)Nc1cc(Cl)cc(Cl)c1
-1.1	CCOc1ccc(NC(=O)c2nsc(Cl)c2Cl)cc1
0.5	CCCNC(=O)Cn1c(=O)n(C)c2ccccc21
2.0	CCOC(=O)C1(Cc2ccccc2)CCN(Cc2cn(CC(=O)OC)c3ccccc23)CC1
1.9	CC1CC(C)CN(c2cc3c(cc2[N+](=O)[O-])C(=O)N(c2ccccc2)C3=O)C1 (stereo not given)
-0.1	CCC1CCCCN1C(=S)NC(=O)c1cc(S(=O)(=O)N2CCOCC2)ccc1C (stereo not given)
0.0	Cc1c(CNCCc2ccc(Cl)cc2)c(C(=O)O)c(C)n1-c1ccccc1
5.0	O=C(NC(=S)N1CCCC(C(F)(F)F)C1)c1ccc(F)cc1 (stereo not given)
-0.4	Cn1nc(C(=O)NCC2COc3ccccc3O2)c2ccccc2c1=O (stereo not given)
-3.6	COc1ccc(N2CCN(C(=O)CN3CCN(C(c4ccccc4)c4ccccc4)CC3)CC2)cc1
0.4	Cc1ccccc1-c1nsc(SCC(=O)c2ccc(Cl)cc2)n1
-1.0	Cc1onc(-c2c(F)cccc2Cl)c1C(=O)Nc1sc2c(c1C(N)=O)CCC2
-0.3	O=[N+]([O-])c1cccc(S(=O)(=O)N2CN(c3ccc(Br)cc3)c3nc4ccccc4nc32)c1
-0.2	CCN(CC(=O)Nc1cccc(F)c1)Cc1nc2ccccc2c(=O)[nH]1
-2.2	CCCCC1(CC)COC(c2ccccc2)OC1 (stereo not given)
-1.1	CCCS(=O)(=O)n1nc(-c2ccc(C)cc2)cc1N
-0.2	COc1ccc(Cc2nc(-c3cccnc3)no2)cc1OC
-0.9	CCOC(=O)[C@@]12CCC3=C1N(CCC3)C(=O)[C@H](CC(=O)NCCCCc1ccccc1)C2
1.1	CCCC(=O)N1CCN(c2nnc(-c3ccccc3)c3ccccc23)CC1
-1.3	CC(C)Nc1nc(-c2ccccc2)nc(-n2ccnc2)n1
0.0	CCCCn1nnnc1C1(C)CCC(=O)N1Cc1cccnc1 (stereo not given)
-1.1	CC1CN(S(=O)(=O)c2cccc(C(=O)NCC3COc4ccccc4O3)c2)CC(C)O1 (stereo not given)
1.7	COc1ccc(CCN2C(=O)c3ccccc3NC2c2cc(Cl)c(O)c(OC)c2)cc1 (stereo not given)
-1.2	CCOc1ccc(OCC(=O)Nc2ccc(S(N)(=O)=O)cc2)cc1
-2.0	Cc1ccc(S(=O)(=O)N2CCCCCC2)cc1[N+](=O)[O-]

# The results go on:
TTR transcr act	SMILES
-1.7	O=C(Nc1ccc(N2CCCC2)c(Cl)c1)c1ccc([N+](=O)[O-])cc1
-0.4	Cc1ccc2c(c1)N(CCC(=O)NCC1CCCO1)C(=O)CO2 (stereo not given)
-0.3	CC(C)NC(=O)c1ccccc1NC(=O)C1CCCO1 (stereo not given)
-2.8	CC(C)Cn1c(N)c(C(=O)COC(=O)CN2C(=O)C3CC=CCC3C2=O)c(=O)n(C)c1=O (stereo not given)
-1.9	COc1cc(OC)nc(C(NC(=O)C2CCN(Cc3c[nH]c4ccccc34)CC2)c2ccc(Cl)cc2)n1 (stereo not given)
-1.4	COc1ccccc1N1CCN(C2CCCN(C(=O)CCc3ccccn3)C2)CC1 (stereo not given)
1.0	CC1=C(C(=O)N2CCCCCC2)CC(CC(=O)NCc2cccs2)C(=O)N1Cc1ccccc1 (stereo not given)
-2.3	CC(C)(CNc1ccc([N+](=O)[O-])cc1Cl)CNS(C)(=O)=O
2.8	COc1ccc2cc3cc(C(=O)Nc4ccc(F)cc4)sc3nc2c1
-2.6	O=C(O)c1cn(-c2ccccc2)nc1C(=O)O
0.2	CC(C)NC(=O)NC(=O)COC(=O)c1ccc(S(=O)(=O)Nc2ccccc2)cc1
9.4	CC(=O)N1CCOc2ccc(S(=O)(=O)NC[C@H]3O[C@@H](n4ccc(N)nc4=O)[C@H](O)[C@@H]3O)cc21
2.0	COc1ccc(C(=O)NCC(=O)NCc2ccc3c(c2)OCO3)cc1[N+](=O)[O-]
0.8	Cc1csc(N2C(=O)C3C4CCC(O4)C3C2=O)n1 (stereo not given)
-0.5	N#CCCC1CCCC=C1N(Cc1ccccc1)C(=O)C(Cl)Cl (stereo not given)
-0.2	Cc1ccc(OC(=O)CCC(=O)OCCCC(F)(F)C(F)(F)F)cc1
1.9	COc1ccc(C(=O)NNC(=O)CSc2nc3c(c(=O)n(C)c(=O)n3C)n2C)cc1
0.9	O=S(OCCN1CCCC1)C(c1ccccc1)c1ccccc1 (stereo not given)
-0.9	COc1ccc(C(=O)NCCCN=C2NS(=O)(=O)c3ccccc32)cc1
-1.1	O=C(Cc1ccsc1)Nc1ccc2c(c1)OCO2
-3.7	Oc1ccc(Nc2nc(-c3ccc4ccccc4c3)cs2)cc1
-0.1	CCn1cc(/C=C(\NC(=O)c2ccccc2)C(=O)N2CCOCC2)c2ccccc21
-2.2	C/C(=N\NC(=O)c1ccc(N2CCCC2=O)cc1)c1ccncc1
2.7	N#C/C(=C\c1ccc([N+](=O)[O-])cc1)c1nc(C2CC2)cs1
0.3	NC(=O)c1ncn([C@@H]2O[C@H](CNS(=O)(=O)c3cc(S(=O)(=O)c4ccccc4)cs3)[C@@H](O)[C@H]2O)n1

# (next part)
TTR transcr act	SMILES
0.6	CCc1ccc2nc3c(c(C(=O)O)c2c1)CCC3
-1.3	CC(=O)Cc1cc(=O)c2c(C)cc(O)c(C3OC(CO)C(O)C(O)C3O)c2o1 (stereo not given)
-0.8	Cc1cccc(-c2cc(C(=O)N/N=C/c3cccnc3)c3ccccc3n2)c1
1.3	O=C(Nc1ccc(Cl)cc1)C1Cc2c(-c3ccc(Cl)cc3)ccnc2O1 (stereo not given)
-1.8	CCCCC[n+]1ccn(-c2nc3ccccc3nc2[N-]S(=O)(=O)c2ccc(C)cc2)c1
1.6	O=C(CSc1nc2ccccc2[nH]1)Nc1ccc2c(c1)CCC2
-0.9	O=C(c1ccc([N+](=O)[O-])cc1)N1CCSC1c1ccccc1Cl (stereo not given)
4.8	Cc1cccc(N2C(=O)c3ccc(C(=O)Nc4c[nH]c(=O)[nH]c4=O)cc3C2=O)c1
-0.9	Nc1cc(OCC(F)(F)F)cc(OCC(F)(F)F)c1
-0.8	CCOC(=O)c1cnc2c(c(C)nn2C)c1Oc1ccccc1F
0.0	O=C(OCC#CCSc1nnc(-c2cccc3ccccc23)o1)c1ccc(Cl)c(C(F)(F)F)c1
-2.4	O=C(O)c1ccc(-c2ccc(/C=N/Nc3ccc([N+](=O)[O-])cc3)o2)cc1
-0.3	CN(c1ccccc1)S(=O)(=O)c1cccc(NC(=O)CN2CCc3ccccc3C2)c1
0.8	CNC(=O)CCN(Cc1ccco1)S(=O)(=O)c1ccc(OC)c(OC)c1
-5.7	COc1cccc(-c2ccc3ncnc(NCc4cccnc4)c3c2)c1
-0.3	Cc1ccc(CNC(=O)CCSCc2cccc(F)c2)cc1
1.6	COC(=O)c1ccccc1N1C(=O)[C@@H]2C(c3ccc(Br)cc3)=NO[C@@H]2C1=O
0.3	CCSc1nnc(NC(=O)C(C)C)s1
2.9	O=C1NC(c2cccc([N+](=O)[O-])c2)Oc2ccccc21 (stereo not given)
-1.5	C=CC[C@H](CC(=O)NCCO)C(=O)NC[C@@H](OC(=O)[C@H](CC=C)CC(=O)OC(C)(C)C)c1ccccc1
0.4	COC(=O)c1ccc(N2C(=O)c3cc(N4CCOCC4)c([N+](=O)[O-])cc3C2=O)cc1
-1.2	CCn1nc(NC(=O)c2ccncc2)c2cc3ccccc3nc21
-1.1	CC(C)NC(=O)N1Cc2cc(C(=O)NC3CCCCC3)nc(-c3cccc(-c4cccnc4)c3)c2[C@@H]1CCO
-1.1	CCOc1ccc(C(=O)Nc2cccc3ncccc23)cc1Br
3.5	O=C(CN(C(=O)Cn1nnc(-c2ccccc2F)n1)c1cnc2ccccc2c1)NCC1CCCO1 (stereo not given)

# (more compounds)
TTR transcr act	SMILES
-2.0	COC(=O)c1cc(-c2ccc(NC(C)=O)cc2)nc2ccccc12
-0.3	Cn1c(=O)[nH]c(=O)c2c1nc(N/N=C/C(Br)=C/c1ccccc1)n2CCO
-1.8	COc1ccc2c(c1)NC(=O)[C@@]2(CCN1C(=O)c2ccccc2C1=O)c1[nH]c2ccccc2c1CCN1C(=O)c2ccccc2C1=O
-1.4	COc1cccc(NC(=O)N2CCN(c3nnnn3-c3ccccc3)CC2)c1
-1.8	COC(=O)c1cc(NC(=O)CC2NCCNC2=O)cc(C(=O)OC)c1 (stereo not given)
0.8	O=C(NCc1ccccc1Cl)c1csc([C@H]2C[C@H](O)[C@@H](CO)O2)n1
1.9	C=CCSc1nc(=O)n2ccc(C)cc2n1
-0.7	Cc1ccc(CN(c2ccc(C(=O)NCc3cccnc3)cc2)S(C)(=O)=O)cc1
3.3	O=C1CN(C(=O)c2ccccc2C(=O)O)c2ccccc2N1
0.2	COc1ccc(CSc2nc(C)cc(=O)[nH]2)cc1Br
1.8	O=C(NCCNC(=O)c1cc(Cl)ccc1Cl)c1ccccn1
-0.4	O=c1ccn([C@@H]2O[C@H](CNS(=O)(=O)c3cc4ccccc4s3)[C@@H](O)[C@H]2O)c(=O)[nH]1
1.1	CCOC(=O)[C@]12CCCC=C1N(CCCOC)C(=O)[C@@H]2CC(=O)NCc1cccc2ccccc12
4.5	Cc1ccc(OCC(=O)Oc2c(C)cccc2C)cc1C
-0.1	Cc1ccc(COc2ccc(Br)cc2/C=N/O)cc1
-2.9	Cc1ccc(NC(=O)c2nc[nH]c2C(=O)NCCCCCNC(=O)OC(C)(C)C)cc1
5.4	Cc1cc(C2(c3cc(C)c(NC(=O)CN4CCOCC4)c(C)c3)CCCCC2)cc(C)c1NC(=O)CN1CCOCC1
-0.8	Cc1ccc(N2CCN(CCc3nc4cc(NS(C)(=O)=O)ccc4n3C)CC2)cc1
-2.5	Cc1ccc(C(=O)NNC(=O)c2ccc(-n3cncn3)c([N+](=O)[O-])c2)cc1
0.2	O=C(N/N=C/c1cccnc1)c1ccc2ccccc2c1O
-1.6	CCCCCOc1ccc(NC(=O)CSc2cccc3cccnc23)cc1
0.6	C/C(=N\NC(=S)NC1CCCCC1)c1ccc(O)cc1
7.9	CCOc1ccc(OCCn2c(=S)[nH]c3ccccc32)cc1
5.1	COCCCNC(=O)CN1C(=O)/C(=C\c2ccc(C)cc2)Sc2ccccc21
-1.1	Cc1ccc(NC(=O)CSCC(=O)Nc2ncc3c(n2)CC(c2ccco2)CC3=O)cc1 (stereo not given)

# Later entries:
TTR transcr act	SMILES
-1.4	CN(NC(=O)C1CC(=O)N(c2ccccc2)C1)C1=NS(=O)(=O)c2ccccc21 (stereo not given)
3.6	CCOc1ccc(C2C=C(c3ccc(C)cc3)Nc3nnnn32)cc1 (stereo not given)
0.9	COc1ccc(OCC(O)CNS(=O)(=O)c2cccs2)cc1 (stereo not given)
-3.5	COC(=O)C1=C(C)NC(=S)N(C(C)=O)C1c1ccc(OC)c(OC)c1 (stereo not given)
-0.5	COc1ccc(CNC(=O)NCc2ccc(OC)c(OC)c2)cc1OC
-5.4	COCCCNC(=O)c1cccn2c(=O)c3cc4ccccc4cc3nc12
-1.9	COc1ccc(S(=O)(=O)n2ccc(-c3ccc(OCCN(C)c4ccccn4)cc3)n2)cc1
-1.9	CSc1nnc(C(C)(C)C)c(=O)n1/N=C/c1ccccc1
0.4	CC1(c2ccccc2Cl)NC(=O)N(CC(=O)NCc2ccc3c(c2)OCO3)C1=O (stereo not given)
-1.6	CC(NC(=O)C(=O)NCCC1=CCCCC1)c1ccccc1 (stereo not given)
3.0	CC(C)C(=O)N(Cc1cc2ccccc2[nH]c1=O)C(C)(C)C
-0.3	CCN(CC)C(=O)c1ccc(Nc2nnc(C)c3ccccc23)cc1
1.7	CC(=O)NC1C(OCCOc2ccc(Cl)cc2C)OC(CO)C(O)C1O (stereo not given)
-1.9	C=CC(=O)N1C/C=C\C(c2ccc(OC)cc2)N(Cc2ccc(F)cc2)C(=O)C1 (stereo not given)
0.5	Cc1cccc(-c2ccc3c(c2)C2CC3CCN2C)c1 (stereo not given)
0.5	CN1C(=O)C2(C(C#N)=C(N)Oc3c2oc(CO)cc3=O)c2ccccc21 (stereo not given)
0.1	O=c1c2ccccc2nc2n1C(CSc1ccc(Br)cc1)CN2 (stereo not given)
0.0	CCCc1cc(=O)oc2cc(OCc3ccc(OC)cc3)c(Cl)cc12
0.9	C=C(C)CNC(=O)CCc1nnc(Cc2cccc(C(F)(F)F)c2)o1
-0.4	CC(NC(=O)c1ccccc1C(=O)O)c1ccc(-n2ccnc2)cc1 (stereo not given)
-2.6	O=C(COC(=O)C1CCN(S(=O)(=O)c2cccs2)CC1)Nc1ccc(F)cc1Cl
-1.9	Cc1ccccc1Nc1ncnc2c1cnn2-c1ccccc1

# Some of the entries above in a different format:
Structure	TTR transcr act
CC(=O)NC1C(OCCOc2ccc(Cl)cc2C)OC(CO)C(O)C1O (stereo not given)	1.7
CC(C)C(=O)N(Cc1cc2ccccc2[nH]c1=O)C(C)(C)C	3.0
CSc1nnc(C(C)(C)C)c(=O)n1/N=C/c1ccccc1	-1.9
CN(NC(=O)C1CC(=O)N(c2ccccc2)C1)C1=NS(=O)(=O)c2ccccc21 (stereo not given)	-1.4
CC1(c2ccccc2Cl)NC(=O)N(CC(=O)NCc2ccc3c(c2)OCO3)C1=O (stereo not given)	0.4
CCN(CC)C(=O)c1ccc(Nc2nnc(C)c3ccccc23)cc1	-0.3
COc1ccc(CNC(=O)NCc2ccc(OC)c(OC)c2)cc1OC	-0.5

# Entries from the list above containing a furan ring, fused or not, in the order listed:
TTR transcr act	SMILES
-2.4	O=C(O)c1ccc(-c2ccc(/C=N/Nc3ccc([N+](=O)[O-])cc3)o2)cc1
0.8	CNC(=O)CCN(Cc1ccco1)S(=O)(=O)c1ccc(OC)c(OC)c1
-1.1	Cc1ccc(NC(=O)CSCC(=O)Nc2ncc3c(n2)CC(c2ccco2)CC3=O)cc1 (stereo not given)

# An excerpt of these results, with each value named.
CN1C(=O)C2(C(C#N)=C(N)Oc3c2oc(CO)cc3=O)c2ccccc21 (stereo not given)
  TTR transcr act: 0.5
O=c1c2ccccc2nc2n1C(CSc1ccc(Br)cc1)CN2 (stereo not given)
  TTR transcr act: 0.1

# Only part of the results is shown (hit frequency here may not be typical).
